Bioassay records (PubChem)
SUMO1 PPI mod – SUMO1-SIM interaction modulation; P63165; inhibition, % at 20 µM; 360,000 compounds, 0.33% hits; AID 602429; SUMO1 binding to a labelled peptide, TR-FRET, 1 h; in the data active = inhibition above about 37%
Target sequence (P63165 whole entry, looked up): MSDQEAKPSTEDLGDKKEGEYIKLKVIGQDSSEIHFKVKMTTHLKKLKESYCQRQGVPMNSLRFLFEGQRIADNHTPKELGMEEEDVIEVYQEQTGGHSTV
STEP inh – STEP (human) phosphatase inhibition | P54829 | recombinant STEP, OMFP fluorogenic substrate, fluorescence | AID 588621 | 360,000 compounds, 0.25% hits | inhibition, % at 20 µM;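 active = inhibition at 20 µM, scaled per plate between control wells, above about 37%, limit read from the data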;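 note: 0% = DMSO with enzyme and substrate and 100% = substrate only without enzyme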
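System: STEP phosphatase, cell-free reaction; Buffer or medium: Bis-Tris pH 6.0 buffer with DTT, detergent; Incubation: 20 min at room temperature, dark; Measured by: fluorescence, 480/540 nm.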
Rin1 Abl inh – human Rin1-Abl interaction inhibition; P00519+Q13671; TR-FRET Rin1/Abl binding, biochemical; inhibition, % at 7.35 µM; 360,000 compounds, 0.4% hits; AID 588664; in the data active = inhibition above about 5%, passing the limit was not always enough
DNMT1 inh – DNMT1 (human) enzyme inhibition; P26358; DNMT1 molecular beacon, Hinp1I cleavage, fluorescence; inhibition (reported as % activation of signal), % at 10 µM; 360,000 compounds, 0.83% hits; AID 588458; in the data active = inhibition above about 50%
NadD inh – blocks S. aureus nicotinate mononucleotide adenylyltransferase; AID 602399; 360,000 compounds, 0.78% hits; inhibition, % at 20 µM; purified NadD enzyme, colorimetric absorbance read-out; in the data active = inhibition above about 26%; note: some compounds past the cut are filed as inactive
LMPTP block – LMPTP (human) inhibition | P24666 | recombinant LMPTP-A, OMFP fluorogenic substrate, fluorescence intensity | 360,000 compounds, 0.22% hits | inhibition, % at 20 µM;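 active = compounds that cut the enzyme signal by at least half of the control window in the single-dose screen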;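 note: plate controls were DMSO wells with enzyme plus substrate for no effect and substrate without enzyme for full effect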
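Test system: LMPTP-A phosphatase enzyme; input: 0.625 nM LMPTP-A final; reagent: OMFP substrate, 400 µM final; compound dosing: 20 µM single dose, 3% DMSO; incubation: 50 min dark incubation at room temperature; measured by: endpoint fluorescence intensity from OMFP dephosphorylation; measure: % inhibition relative to no-enzyme and uninhibited control wells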
CSN inh – CSN deneddylation inhibition; Purified CSN, SCF-Nedd8-OG deneddylation, fluorescence polarization; inhibition, % at 12.5 µM; 360,000 compounds, 0.38% hits;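 active = pattern-corrected inhibition above about 35%, with an unprinted fluorescence ratio check between 0.5 and 1.5, limit read from the data, passing the limit was not always enough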;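 note: 0% = enzyme with substrate and 100% = substrate without enzyme; some results filed as inactive read as strong as hits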
Target sequence (Q92905 whole entry, looked up, one chain of several): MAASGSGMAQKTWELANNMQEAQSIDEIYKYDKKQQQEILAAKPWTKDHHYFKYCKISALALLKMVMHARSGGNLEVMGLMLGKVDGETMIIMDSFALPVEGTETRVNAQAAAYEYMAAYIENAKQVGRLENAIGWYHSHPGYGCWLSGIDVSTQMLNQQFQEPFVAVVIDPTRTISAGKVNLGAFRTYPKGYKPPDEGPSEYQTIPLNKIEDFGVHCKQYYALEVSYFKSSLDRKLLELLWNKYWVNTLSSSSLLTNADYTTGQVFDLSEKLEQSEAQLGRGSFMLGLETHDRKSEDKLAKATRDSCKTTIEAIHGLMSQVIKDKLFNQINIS
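Schedule: reaction 90 min, room temperature / Assay system: HEK293T-derived human Csn5 enzyme / Input: Csn5 at 0.24 nM final / Measure: inhibition of Csn5 cleavage, % / Control set: substrate-only high control, full reaction low control / Technique: fluorescence polarization of the substrate / Buffer or medium: Tris/NaCl/DTT buffer, pH 7.5 / Reagent: SCFSkp2-Nedd8OG substrate at 10 nM final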
Scp-1 inhibitor – Scp-1 (human) phosphatase inhibition; 340,000 compounds, 0.88% hits; Recombinant Scp1, phosphopeptide, malachite green phosphate absorbance; Q9GZU7; AID 493091; inhibition, % at 20 µM;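 active = inhibition above about 50% at 20 µM, limit read from the data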;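 note: plate controls were DMSO wells with enzyme for no effect and wells lacking enzyme for full effect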
Target sequence (Q9GZU7 76-261 limits assumed): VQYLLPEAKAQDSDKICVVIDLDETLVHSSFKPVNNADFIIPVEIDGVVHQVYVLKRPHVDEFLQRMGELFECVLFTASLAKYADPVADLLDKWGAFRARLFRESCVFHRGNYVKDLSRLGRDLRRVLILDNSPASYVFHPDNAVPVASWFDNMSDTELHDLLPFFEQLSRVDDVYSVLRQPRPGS
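Material – SCP-1 phosphatase catalytic domain, residues 76-261 · Buffer or medium – Acidic Tris acetate buffer with magnesium and detergent · Also added – Phospho 17-mer peptide substrate · Compound – single 20 µM dose, 1% DMSO · Times – 45 min room-temperature reaction, 5 min colour, 30 min stabiliser · Technique – Phosphate-binding colour reagent, absorbance read at 630 nm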
Rpn11 inh – inhibitors of human proteasome Rpn11; O00487; calls only at 20 µM; human 26S proteasome, Ub4-pepOG fluorescence polarization; 20S core pre-blocked with epoxomicin; 360,000 compounds, 0.59% hits;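 active = inhibition at 20 µM, scaled to each plate's controls, above about 33%, limit read from the data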
Target sequence (O00487 whole entry, looked up): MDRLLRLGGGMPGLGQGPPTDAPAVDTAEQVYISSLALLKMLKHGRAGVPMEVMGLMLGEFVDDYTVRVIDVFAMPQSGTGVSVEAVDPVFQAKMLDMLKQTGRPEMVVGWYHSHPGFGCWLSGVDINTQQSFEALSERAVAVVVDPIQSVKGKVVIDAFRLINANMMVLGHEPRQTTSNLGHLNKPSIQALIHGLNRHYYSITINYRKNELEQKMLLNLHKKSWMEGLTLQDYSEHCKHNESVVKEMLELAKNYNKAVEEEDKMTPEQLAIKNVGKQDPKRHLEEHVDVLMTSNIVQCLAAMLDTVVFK
Neddyl block – inhibitors of human cullin neddylation; calls only at 25 µM; 360,000 compounds, 0.58% hits; TR-FRET cullin neddylation, biochemical; AID 651699; P61081+Q13564; in the data active = inhibition above about 36%
Active calls of the source: *; i = inactive; / = no result given; + = active, no number. This is a random part of the collection (roughly 3.8% active in at least one column).

Rin1 Abl inh,molecule,SUMO1 PPI mod,Rpn11 inh,DNMT1 inh,NadD inh,Scp-1 inhibitor,STEP inh,CSN inh,Neddyl block,LMPTP block
-0.2,CCN1CCN(C(=O)CSCc2nc(-c3ccc(OC)c(OC)c3)oc2C)CC1,1.5,i,-3.9,5.2,-1.2,1.5,0.5,i,-2.1
-1.8,CC(CC(=O)O)CC(=O)Nc1ccc(S(N)(=O)=O)cc1 (stereo not given),-0.5,i,0.9,-1.1,0.8,0.5,2.8,i,-1.4
1.3,CCCCN(C=O)c1c(CC)nc2ccc(C(=O)NCCCn3ccnc3)cn12,-1.4,i,3.6,1.6,/,0.8,5.5,i,-2.0
2.9,Cn1ncc2c(O/N=C(\N)c3ccc(C(F)(F)F)cc3)ncnc21,5.3,i,5.2,-4.2,-2.2,8.4,3.5,i,0.5
-2.3,O=C(c1ccco1)N1N=C(c2cccs2)CC1c1ccco1 (stereo not given),-7.5,i,5.2,-0.5,-0.8,0.8,-4.8,i,0.2
-1.2,CC(C)(C)NC(=O)CN(C(=O)C1(C)CC(=O)N=C2C=CC=CN21)C1CCCC1 (stereo not given),5.6,i,-4.4,2.1,-3.4,0.2,2.7,/,0.2
1.9,CC(C)C1O/C(=N/C(=O)Nc2ccc(Cl)c(Cl)c2)NC1=O (stereo not given),-2.3,i,2.0,-1.5,-9.5,-5.3,-0.3,i,1.6
-1.5,CC(C)Oc1ccccc1/C=N/n1nnnc1N,-1.3,i,2.3,0.6,-13.6,-0.8,1.6,i,-2.2
1.1,O=C(COC(=O)C1CCCO1)Nc1cccc(C(F)(F)F)c1 (stereo not given),1.0,i,2.7,2.0,-1.0,1.4,-4.2,i,-0.1
-1.1,COc1ccc2[nH]c3c(c2c1)CCN1C(=O)C(CC(=O)NCC24CC5CC(CC(C5)C2)C4)C[C@H](C(=O)N2CCOCC2)[C@@]31CCC1CCCC1 (stereo not given in full),-0.2,i,-21.7,9.5,1.3,0.7,1.9,i,3.2
2.2,CC(=O)NCCc1ccc(S(=O)(=O)N(C)C2CCS(=O)(=O)C2)cc1 (stereo not given),-1.6,i,0.8,3.4,0.2,-1.9,2.7,i,0.3
-3.3,COc1cccc(/C=N/NC(=S)Nc2cccc(C(=O)O)c2)c1,6.4,i,0.6,-1.6,-6.3,1.4,1.1,i,0.2

The listing continues:
Rin1 Abl inh,molecule,SUMO1 PPI mod,Rpn11 inh,DNMT1 inh,NadD inh,Scp-1 inhibitor,STEP inh,CSN inh,Neddyl block,LMPTP block
3.8,Cc1oc(-c2ccccc2F)nc1CS(=O)CC(=O)NCc1ccc(Cl)cc1 (stereo not given),5.4,i,-2.2,-1.9,-6.3,-0.2,3.6,i,0.0
-0.9,CN(Cc1n[nH]c(=S)n1C)S(=O)(=O)c1ccccc1,-0.1,i,2.1,4.2,-2.7,-1.3,-3.5,i,-5.0
0.8,COc1cc(CN(C(=S)NCC(=O)NC2CC2)C2CCCC2)cc(OC)c1OC,0.3,i,10.5,-3.5,-3.7,0.0,3.2,i,-2.3
1.2,CC(C)C[C@H](NC(=O)[C@@H]1Cc2ccccc2CN1)C(=O)Nc1ccc(C(C)C)cc1,-1.1,i,-1.5,-6.4,-2.2,-3.3,3.3,i,-2.5
0.6,Cc1ccc(C(=O)NCCNC(=O)COc2ccc(Cl)cc2)cn1,2.5,i,0.7,-5.2,5.9,1.8,2.3,i,-1.4
1.9,COC(=O)c1cc(C(=O)N2CCOCC2)cc([N+](=O)[O-])c1,-15.1,i,1.8,-1.1,-9.6,-2.4,-4.7,i,-1.7
-0.5,CCOC(=O)N1CCN(S(=O)(=O)c2ccc3c4c(cccc24)C(=O)N3)CC1,-34.0,i,-0.9,-2.5,-6.7,1.4,-4.8,+,-4.5
0.4,O=C(Sc1n[nH]c(=O)[nH]c1=O)c1ccccc1,-6.3,i,1.4,-7.0,12.6,-3.6,-4.8,i,-0.7
1.6,O=C(CN1C(=O)C2C3C=CC(C3)C2C1=O)NCc1ccccc1 (stereo not given),4.4,i,-2.8,-1.7,-2.2,-1.0,0.0,i,-1.3
0.1,CNS(=O)(=O)c1cc(C(=O)NCc2ccco2)ccc1Cl,1.4,i,1.5,2.4,-13.1,2.1,1.1,i,-2.4
/,CC(=O)Nc1ccc(C(=O)N2c3ccccc3N=C(c3ccc4c(c3)OCO4)C2C(=O)NCc2ccccc2)cc1 (stereo not given),-33.0,/,/,/,/,/,40.6,i,1.1
3.6,O=C(Nc1cccc(S(=O)(=O)N2CCCC2)c1)c1cccc(OC(F)F)c1,-0.9,i,-1.0,-5.9,-11.1,-1.3,-1.8,i,1.0

New compounds follow:
Rin1 Abl inh,molecule,SUMO1 PPI mod,Rpn11 inh,DNMT1 inh,NadD inh,Scp-1 inhibitor,STEP inh,CSN inh,Neddyl block,LMPTP block
-0.3,COCCNC(=O)C1CCN(S(=O)(=O)N2CCC3(CC2)OCCO3)CC1,0.9,i,6.2,1.7,-6.8,-1.1,1.6,i,-2.2
-2.3,CCc1ccccc1-n1c(SCC(=O)Nc2ccc3c(c2)OCCO3)nc2[nH]ncc2c1=O,-3.2,i,-3.7,4.3,-5.6,-1.1,0.2,i,0.7
-2.0,CCCC(=O)N(c1ccc(OCC)cc1)C1C=CS(=O)(=O)C1 (stereo not given),1.1,i,3.3,0.2,-4.0,-3.4,7.8,i,-1.2
0.0,O=C(Cn1cnc2cc([N+](=O)[O-])ccc2c1=O)NCCc1ccc(Cl)cc1,-17.4,i,-15.2,-1.5,2.0,-3.4,2.5,i,-1.9
-2.2,CCc1ccc(S(=O)(=O)N2c3ccc(C)cc3C3CN(C)CCC32)cc1 (stereo not given),5.4,i,-0.1,-11.1,-3.9,-0.9,-3.6,i,-0.9
0.3,CCOC(=O)c1cccnc1NC(=O)c1ccncc1,0.3,i,-1.9,2.5,-6.5,-3.6,1.5,i,-2.9
-3.2,CCN(CC)CC(=O)N1CCCC(N2CCN(c3cccc(C(F)(F)F)c3)CC2)C1 (stereo not given),1.3,i,1.8,-3.0,-7.3,0.8,-1.0,i,0.5
-6.0,Cn1c(-[n+]2c(-c3ccccc3)cc(-c3ccccc3)cc2-c2ccccc2)nc2c([N+](=O)[O-])cccc21,1.6,i,5.5,10.3,36.2,-0.9,1.3,i,1.4
-1.1,COc1ccc(CC(=O)NC(C)c2ccc(S(N)(=O)=O)cc2)cc1S(=O)(=O)N1CCOCC1 (stereo not given),1.1,i,-0.1,-6.5,-0.7,2.3,3.3,i,0.3
-0.2,CCC(=O)c1cc(F)ccc1OCC(=O)Nc1ccc2c(c1)OCCO2,3.6,i,-2.5,3.5,-5.0,0.8,-2.4,i,1.7
-4.5,Cc1cc(C)c(NC(=O)CSc2ccc(-c3cccnc3)nn2)c(C)c1,-2.3,i,4.0,-2.6,-1.7,2.9,9.3,i,-1.7
-0.5,CCN(CC(=O)NCc1ccc(F)cc1)Cc1nc2ccccc2c(=O)[nH]1,1.8,i,0.2,-6.4,-10.8,-1.8,-1.1,i,-2.2

Continued.
Rin1 Abl inh,molecule,SUMO1 PPI mod,Rpn11 inh,DNMT1 inh,NadD inh,Scp-1 inhibitor,STEP inh,CSN inh,Neddyl block,LMPTP block
-1.1,CCCCC(=O)N(C)c1c(C)nc2ccc(C(=O)N3CCNC(=O)C3)cn12,1.6,i,1.9,1.5,/,-0.7,0.1,i,-6.3
-2.6,O=C(COc1ccccc1)NC(=S)Nc1cccc(NC(=O)c2ccccc2Cl)c1,-0.7,i,-7.7,-2.5,-10.7,0.4,5.5,i,0.4
-0.5,O=C1CNC(=O)/C1=C\c1ccc(O)cc1,3.1,i,2.3,-2.0,6.5,1.7,-3.2,i,-0.6
-2.0,COc1ccc(CNC(=O)CCSCc2ccccc2Cl)c(OC)c1,-0.7,i,2.1,-6.2,-4.6,3.9,-6.2,i,-0.9
0.5,O=C(c1ccccc1)N(Cc1ccc(F)cc1)C1CCS(=O)(=O)C1 (stereo not given),-0.7,i,-1.8,-8.8,3.1,-0.8,-5.8,i,-0.1
0.1,CCCc1cc(=O)n2[nH]c(-c3ccc(C)cc3)cc2n1,3.6,i,2.9,-5.6,-5.6,3.5,-1.1,/,0.2
-1.9,CCOCCn1c(CN2CCN(c3ccc(F)cc3)CC2)nc2c1c(=O)n(C)c(=O)n2C,-0.1,i,-2.5,-1.4,-2.5,0.0,-6.2,i,1.3
0.5,COCCNc1ncnc2c1ncn2[C@H]1CN(Cc2cccs2)C[C@@H](CO)O1,1.2,i,0.2,1.9,/,3.4,4.8,i,-2.1
-5.4,CCOc1ccc(-n2c(O)c(/C=N/NC(=O)C3COc4ccccc4O3)c3ccccc3c2=O)cc1 (stereo not given),-11.2,i,-8.4,23.4,-17.2,5.3,7.5,+,0.2
0.5,S=C(NCCN1CCOCC1)Nc1ccc(Cl)cc1Cl,1.6,i,3.1,-0.7,-7.1,0.9,2.0,i,-3.1
0.1,CCOC(=O)NC(NC(=S)Nc1ccccc1OC)C(Cl)(Cl)Cl (stereo not given),-0.6,i,7.5,-0.1,0.0,-0.9,-3.1,i,-2.1
